NPYLR7 agonist: activates Aedes aegypti NPYLR7 receptor. HEK293T NPYLR7/Galpha15, GCaMP6s calcium fluorescence. activation, % at 10 µM. 0.15% of 270,000 active; in the data active means activation above about 40%;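 further: 0% = vehicle and 100% = reference agonist at the receptor; some compounds past the cut are filed as inactive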
mcGAS inh: inhibitors of mouse cGAS. Q8C6L5. recombinant cGAS, Kinase-Glo ATP depletion luminescence. inhibition, % at 12.5 µM. 0.15% of 160,000 active. AID 1259399;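 further: 0% = negative control wells and 100% = reference inhibitor with no enzyme activity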
hcGAS inh: blocks human cGAS activity; 0.081% of 290,000 active; inhibition, % at 12.5 µM; Q8N884; AID 1259398; recombinant h-cGAS, ATP depletion, Kinase-Glo luminescence;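 further: 0% = vehicle reaction and 100% = reaction without DNA for no activity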
Target sequence (Q8N884 whole entry, looked up): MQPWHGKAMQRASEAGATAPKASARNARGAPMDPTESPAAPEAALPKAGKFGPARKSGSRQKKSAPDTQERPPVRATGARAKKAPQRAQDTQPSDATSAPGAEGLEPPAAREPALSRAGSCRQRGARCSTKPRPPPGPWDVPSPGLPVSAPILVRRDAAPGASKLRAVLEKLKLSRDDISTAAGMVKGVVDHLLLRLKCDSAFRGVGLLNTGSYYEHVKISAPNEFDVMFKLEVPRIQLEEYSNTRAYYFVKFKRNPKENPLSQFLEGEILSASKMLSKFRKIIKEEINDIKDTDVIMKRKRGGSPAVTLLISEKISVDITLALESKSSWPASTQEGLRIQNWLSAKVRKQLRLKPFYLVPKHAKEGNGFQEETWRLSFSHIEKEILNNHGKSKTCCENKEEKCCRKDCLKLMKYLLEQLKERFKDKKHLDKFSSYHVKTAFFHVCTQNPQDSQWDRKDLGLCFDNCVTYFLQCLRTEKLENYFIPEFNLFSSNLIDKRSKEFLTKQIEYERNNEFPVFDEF
Active calls of the source: *; / = not tested or not shown; & = joins results of further samples. Unless noted, no stated cut-off is given here; in the data, active means inhibition above about 40%; inactive means the rest.

#1 COc1ccc2nc(N3CCCC3C(=O)NCCCc3ccccc3)nc(C)c2c1 (stereo not drawn)
#2 CCN1CCCC1CN(CC1CCN(CCOC)CC1)C(=O)c1sccc1C (stereo not drawn)
#3 CC(C)N(CC(=O)N(Cc1ccc(F)cc1)Cc1ccco1)C(=O)c1ccc(C(F)(F)F)cc1
#4 N#Cc1c(NC(=O)CSC2=NCCS2)sc2c1CCCC2
#5 CC(C)Oc1ccc(C(=O)Nc2nnc(C3CC3)s2)cc1
#6 CC(=O)N1CCC(C(=O)N2CCN(CC(OCc3ccc(C#N)cc3)c3cccc(N4CCCC4)c3)CC2)CC1 (stereo not drawn)

entry no.	1	2	3	4	5	6
NPYLR7 agonist	0	3	-2	13	-10	7
mcGAS inh	-16	/	-8	-4	/	-7
hcGAS inh	1	2	-17	-5	5	-9

#7 CCc1nc2n(n1)C(=O)C(C(c1cccc(F)c1)N1CCN(C)CC1)S2 (stereo not drawn)
#8 CS(=O)(=O)N1CCN(c2ccc(NC(=O)COc3ccc4ccccc4c3)cc2)CC1
#9 Cc1cccn2c(=O)c3cc(C(=O)N4CCCC4)n(C)c3nc12
#10 COc1ccc(-c2cc(C(=O)N3CCN(C(=O)c4ccccc4OC)CC3)c(C)n2-c2ccc(C)cc2)cc1
#11 CC(=O)c1cccc(N2C(=O)/C(=C/c3ccc(Cl)cc3)C=C2c2ccccc2)c1
#12 CCCc1nc(C(=O)NCc2nc3ccccc3c(=O)[nH]2)cs1

entry no.	7	8	9	10	11	12
NPYLR7 agonist	-6	-5	-2&3	-5	0	-1
mcGAS inh	-8	-5	/	-6	-3	-4
hcGAS inh	-6	-7	0&-3	-7	-5	0

#13 CN1C(=C(C#N)C(=O)c2cc([N+](=O)[O-])ccc2Cl)N(C)c2ccccc21
#14 c1ccc(CCN2CCC(NCc3ccc4c(c3)OCCCO4)C2)cc1 (stereo not drawn)
#15 C=CCn1c(SCC(=O)N(C2CCCC2)C2CCS(=O)(=O)C2)nc2ccccc21 (stereo not drawn)
#16 COCCCNC(=O)c1cc(-c2ccccc2F)nc2cc(-c3ccccc3)nn12
#17 COc1cccc(-n2cc(CN(C)Cc3cc4ccccc4[nH]3)cn2)c1
#18 CN(C)CCNc1nc2c(F)cc(F)cc2s1

entry no.	13	14	15	16	17	18
NPYLR7 agonist	-1	-5	9	10	6	3
mcGAS inh	-2	/	-6	-4	/	/
hcGAS inh	-7	7	-5	4	-8	-8

#19 COc1cc(NC(=O)Cn2c(C)cc(C)c(C#N)c2=O)cc(OC)c1
#20 O=S1(=O)CCC(c2nnc(SCc3cn(-c4ccccc4)nc3-c3ccccc3)o2)C1 (stereo not drawn)
#21 COCCCNc1nc2nonc2nc1N(C)CCN1CCOCC1
#22 COCCN(CC(=O)N(CCc1ccc(OC)c(OC)c1)Cc1sccc1C)S(=O)(=O)c1cccc(C(F)(F)F)c1
#23 Cc1cc(C)c(S(=O)(=O)N2CCN(c3cc(C)nc(C(C)C)n3)CC2)c(C)c1
#24 O=C(NN=Cc1ccc2c(c1)OCO2)C(O)(c1ccccc1)c1ccccc1

entry no.	19	20	21	22	23	24
NPYLR7 agonist	5	6	-8	21	-1	1
mcGAS inh	-11	/	/	-4	-7	-3
hcGAS inh	-5	2	5	-3	-5	1

#25 CCCCCCCC(=O)NNC(=O)c1ccco1
#26 C=CCNC(=O)C(NC(=O)c1cccs1)C1CCN(C(=O)CCc2ccccc2)CC1 (stereo not drawn)
#27 COc1cc(C(=O)NCCNc2cc(-n3cccn3)ncn2)cc(OC)c1OC
#28 Cc1cccn2c(=O)c(C=C3SC(=S)N(CC(C)C)C3=O)c(NCC3CCCO3)nc12 (stereo not drawn)
#29 COc1cccc(OCc2nc(C(=O)N3CCCCC3)cs2)c1
#30 Cc1ccc(S(=O)(=O)NCCn2ncccc2=O)s1

entry no.	25	26	27	28	29	30
NPYLR7 agonist	-14	4	-17	8	-20	0
mcGAS inh	-2	-5	2	-1	0	/
hcGAS inh	-2	-1	8	-4	0	-11

#31 CN(c1ccccc1)N1CC(C(=O)NCCc2cccs2)CC1=O (stereo not drawn)
#32 CCOC(=O)C1(Cc2cccc(OC)c2)CCN(Cc2ccccc2OC)CC1
#33 CNC(=O)C1CCCCN1CC(=O)NCC1CCCO1 (stereo not drawn)
#34 CCC(C(=O)Nc1c(-c2ccccc2OC)nc2cc(C)ccn12)c1ccccc1 (stereo not drawn)
#35 CC1(C)CC(=O)c2cn3nc(-c4cccnc4)nc3nc2C1
#36 COC(=O)c1c(C)[nH]c(C)c1C(=O)c1ccccc1Cc1ccccc1

entry no.	31	32	33	34	35	36
NPYLR7 agonist	-5	3	2	-13	-6	-4
mcGAS inh	-6	/	/	-8	-2	-3
hcGAS inh	-5	-1	-3	-8	5	-2

3 compounds picked at random from those above, as already listed:
#31 CN(c1ccccc1)N1CC(C(=O)NCCc2cccs2)CC1=O (stereo not drawn)
#35 CC1(C)CC(=O)c2cn3nc(-c4cccnc4)nc3nc2C1
#32 CCOC(=O)C1(Cc2cccc(OC)c2)CCN(Cc2ccccc2OC)CC1

entry no.	31	35	32
NPYLR7 agonist	-5	-6	3
mcGAS inh	-6	-2	/
hcGAS inh	-5	5	-1

(list continues)
#37 Cc1ccc(-c2csc(NC(=O)c3ccc([N+](=O)[O-])s3)n2)cc1C
#38 O=[N+]([O-])c1ccc(Cl)c(CN2CCCn3cccc3C2c2ccc(F)cc2F)c1 (stereo not drawn)
#39 O=C1CC(C(=O)N(Cc2ccccc2F)C2CC2)CN1c1ccccc1Br (stereo not drawn)
#40 COc1ccc2cc(C3CN(C(=O)CN4CCNC(=O)C4)CCO3)ccc2c1 (stereo not drawn)
#41 CCSCC(C)N(C)Cc1nnsc1Cl (stereo not drawn)
#42 COc1cn(C)c(C(=O)Nc2ccc3c(c2)OCCO3)cc1=O

entry no.	37	38	39	40	41	42
NPYLR7 agonist	8	4	5	-6	7	3
mcGAS inh	-9	/	-6	/	/	/
hcGAS inh	-6	0	-8	-8	-11	-12

#43 CCCN(Cc1c(CC)nn(-c2ccc(F)cc2)c1N1CCN(C(C)C)CC1)C(=O)CCC(=O)OCC
#44 Nc1ccccc1N=Cc1nc(-c2ccccc2)oc1O
#45 O=C(CC1C(=O)NCCN1Cc1cccc(Oc2ccccc2)c1)NC1CCCC1 (stereo not drawn)
#46 CCOc1ccccc1-c1nc(C(N)=O)c2[nH]c(=O)n(-c3ccc4c(c3)OCO4)c2n1
#47 C=CCCC(O)CN(Cc1c(-c2ccccc2)nn(C)c1Oc1cccc(F)c1)C1CC1 (stereo not drawn)
#48 Cc1ccsc1CN(Cc1ccc(F)cc1)Cc1nc(C(=O)N2CCCC2)co1

entry no.	43	44	45	46	47	48
NPYLR7 agonist	4	3	2	-11	6	0
mcGAS inh	-5	-3	-2	0	-4	-8
hcGAS inh	0	-6	-2	-1	-5	-6

#49 CCCN1CCC(C(=O)NC(c2ccccc2)c2ccsc2)CC1 (stereo not drawn)
#50 Cc1cc(C)n(CCC(=O)N2C[C@H]3C[C@H](C2)[C@H]2CCCC(=O)N2C3)n1
#51 O=C(c1ccc(N2CCCCC2=O)cc1)N1CCN(S(=O)(=O)c2cccc(C(F)(F)F)c2)CC1
#52 CCCCCc1ccc(C(=O)N(CC)CC(=O)c2c(C)[nH]c(C(=O)OCC)c2C)cc1
#53 Cc1noc2ncnc(NCc3cccnc3N(C)C3CCCCC3)c12
#54 CCc1[nH]n(-c2ccc(F)cc2)c(=O)c1C1=C([n+]2cc(C)cc(C)c2)C(=O)N(CC2CCCO2)C1=O (stereo not drawn)

entry no.	49	50	51	52	53	54
NPYLR7 agonist	14	/	-4	-11	-1	-6
mcGAS inh	-2	0	/	-2	/	-3
hcGAS inh	-7	-1	-4	1	6	2

#55 CCOC(=O)c1cc(C(C)C)sc1NC(=O)c1cccs1
#56 O=C(CCN1C(=O)/C(=C\c2ccccc2)SC1=S)NNC(=O)c1cccnc1
#57 CC(=O)OC(CN(C)S(=O)(=O)c1ccc(C)cc1)Cn1c2ccccc2c2ccccc21 (stereo not drawn)
#58 CSc1ncccc1C(=O)N[C@H]1CCN(C)C[C@@H](O)C1
#59 O=C1NC(=O)N(C2CCCCC2)C(=O)C1=CC=Cc1ccco1
#60 CNc1snc(C)c1C(=O)OCc1ccc(C(=O)OC)o1

entry no.	55	56	57	58	59	60
NPYLR7 agonist	-4	-1	-1	3	3	5
mcGAS inh	0	-5	-9	-9	/	-5
hcGAS inh	-1	-5	-9	1	1	-3

#61 O=C(Nc1ccc(SCCN2CCOCC2)nn1)c1cccc(F)c1
#62 CCOC(=O)c1nn(-c2ccc(C)cc2)c(=O)cc1N1CCN(c2ccc(F)c(Cl)c2)CC1
#63 CCn1c2ccccc2c2cc(Nc3cccc(-c4cccc(Cl)c4Cl)n3)ccc21
#64 CC(=O)N(C)Cc1ccccc1NCc1c(C)noc1C
#65 CCCN(Cc1nccn1C)c1ncnc2sc3c(c12)CCNC3
#66 COc1ccc(NC(=O)c2ccc(CSc3nnc(-c4ccncc4)n3-c3cccc(Cl)c3)cc2)cc1

entry no.	61	62	63	64	65	66
NPYLR7 agonist	0	6	5	0	13	-11
mcGAS inh	/	/	-2	/	/	-4
hcGAS inh	-2	1	1	-5	-7	0

#67 CC1=C(C(=O)OCCc2ccccc2)C(c2ccsc2)NC(=O)N1C (stereo not drawn)
#68 COC(=O)C1=CN=C2SCCC(=O)C2C1c1ccc(-c2ccccc2)cc1 (stereo not drawn)
#69 CCN(CC)C(CNS(=O)(=O)c1ccccc1F)Cc1ccccc1 (stereo not drawn)
#70 Cc1ccc(C(=O)C2OC(=O)C(C)(C)C(=O)C2(C)C)cc1 (stereo not drawn)
#71 N#Cc1cccc(C(=O)NCc2ccc(-c3ncc(-c4ccc(N5CCOCC5)cc4)[nH]3)cc2)c1
#72 CC(C)Cc1ccc(-c2cc(Nc3ccc4[nH]ccc4c3)ncn2)cc1

entry no.	67	68	69	70	71	72
NPYLR7 agonist	-7	5&2	0	11	-1	25
mcGAS inh	-4	/	/	/	-8	/
hcGAS inh	1	1&-6	3	-10	-6	-4

#73 CN(Cc1ccc(Cl)cc1Cl)c1ccc([N+](=O)[O-])cc1S(=O)(=O)N1CCOCC1
#74 CCc1cc(Oc2ccccc2OC)nc(SCc2ccc(F)cc2F)n1
#75 CC(=O)c1cccc(NC(=O)CC2S/C(=N/N=C3/C=C(C)CC(C)(C)C3)NC2=O)c1 (stereo not drawn)
#76 CCn1cc(CN2CCN(Cc3cccs3)C(CCO)C2)cn1 (stereo not drawn)
#77 COC(=O)Cn1c(=O)c2c(nc3n(Cc4ccco4)c(C)c(C)n23)n(C)c1=O
#78 CC1CCCCC1Nc1cccc(N2CCCC2)c1 (stereo not drawn)

entry no.	73	74	75	76	77	78
NPYLR7 agonist	3	0	5	7	12	12
mcGAS inh	-8	-4	/	-12	/	/
hcGAS inh	-4	-5	-8	-9	-14	-6

#79 CSCC(=O)N1CCc2[nH]c3ccc(Br)cc3c2C1
#80 Cc1ccc(-c2nc3ccccc3o2)cc1NC(=O)c1ccc(Cl)c([N+](=O)[O-])c1
#81 Cc1noc(C)c1CN1CCCC(O)(CO)CC1 (stereo not drawn)
#82 O=C(Nc1ccccc1)c1sc2nncc(=O)n2c1C(=O)O
#83 CC(=O)/C(=N/Nc1ccc(C)cc1)N1CCOCC1
#84 CCCn1ccnc1CN1C[C@@H](CN2CCCN(C)CC2)[C@@H](CO)C1

entry no.	79	80	81	82	83	84
NPYLR7 agonist	-19	-10	-5	-6	3	/
mcGAS inh	/	-6	-6	/	/	-8
hcGAS inh	-3	-10	3	7	-9	-9

Part of the list above in order of number of heavy atoms, rising:
#81 Cc1noc(C)c1CN1CCCC(O)(CO)CC1 (stereo not drawn)
#83 CC(=O)/C(=N/Nc1ccc(C)cc1)N1CCOCC1
#82 O=C(Nc1ccccc1)c1sc2nncc(=O)n2c1C(=O)O

entry no.	81	83	82
NPYLR7 agonist	-5	3	-6
mcGAS inh	-6	/	/
hcGAS inh	3	-9	7

Remaining list, next part.
#85 CC(=O)Nc1ccc(S(=O)(=O)NCCn2cncn2)cc1
#86 CCOC(=O)CCCC(=O)N1CCC(n2c(=O)oc3ccc(C(C)(C)C)cc32)CC1
#87 CC(c1cccc(-c2ccc(Cn3ccnc3)cc2)c1)N(C)C (stereo not drawn)
#88 CCn1c(C2CCCN(C(=O)c3cnc(C)cn3)C2)nn(C)c1=O (stereo not drawn)
#89 CCC(C)N(Cc1cccc(OS(=O)(=O)c2cccc(C(F)(F)F)c2)c1)C(=O)Nc1ccc(F)c(F)c1 (stereo not drawn)
#90 CC(CN1CCOCC1)C(=O)O (stereo not drawn)

entry no.	85	86	87	88	89	90
NPYLR7 agonist	0	1	16	4	5	-2
mcGAS inh	-8	-8	/	/	-4	/
hcGAS inh	-6	-12	-1	0	-4	-7

#91 O=C1NC2(CCCCCC2)C(=O)N1Cc1nnsc1Cl
#92 O=C(Nc1nnc(C23CC4CC(CC(C4)C2)C3)s1)C12CC3CC(CC(C3)C1)C2
#93 O=C(CCn1nc(-c2cccs2)oc1=O)Nc1ccc(F)cc1
#94 Cc1nc(C)c(CN2CCn3c(nnc3C(=O)N3CCCCC3)C2)s1
#95 CC1(C(=O)NS(=O)(=O)Cc2ccccc2)CCN1C(=O)c1ccccc1 (stereo not drawn)
#96 COCc1ccc(C(=O)N2CCc3c([nH]c4ccccc34)C2c2cccc(C)n2)o1 (stereo not drawn)

entry no.	91	92	93	94	95	96
NPYLR7 agonist	3&-3	-4	6	10	0	-7&-8
mcGAS inh	/	-5	-6	/	/	-5
hcGAS inh	-5&-2	-8	-6	-6	-4	1&-4

From PubChem BioAssay
